# S3 lipid droplet – qHTS Assay for Lipid Storage Modulators in Drosophila S3 Cells; Drosophila S3 cells, BODIPY lipid droplet fluorescence, 18-24 h; cells fed with added oleic acid; Potency in µM for hits, for the others lipid storage change, negative = inhibition, % at the top dose, mostly 46.1 µM; 320,000 compounds, 0.64% hits; AID 2685; active = well fitted inhibition curve with a large enough effect in the signal ratio, with a control signal flat, not every such curve was filed as active; inconclusive = small, poorly fitted or top-dose-only effect, or effect the other way, or a change in a side signal; the % refers to the signal ratio
#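 Drosophila S3 cells loaded with oleic acid (400 uM, as added) and compounds at several concentrations; lipid droplets imaged by 488-nm laser-scanning cytometry, 500–530 nm intensity and object ratio to cell channel. Percent activity normalized to 20 uM Triacsin C.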
# S3 lipid droplet cell count max – recorded beside S3 lipid droplet, whose call it bears; cell number change, %; measured here: cell count max response;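 cells counted by Cell Tracker Red CMTPX staining in the red channel; peak over a dose series mostly up to 46.1 µM; percent activity relative to internal control wells on each plate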
# The depositor's hits bear a star; i = inactive; ? = inconclusive; nt = not tested or not shown. % is scaled to controls: 0 for no effect and ±100 for the full control effect; potency is read from the fitted curve at half-maximal effect. This is a subset; the hit share may differ from the screen's.
# Order of results: S3 lipid droplet cell count max, S3 lipid droplet
Cc1ccc2c(c1)N(CC(=O)N1CCCC1)C(=O)C(C)O2 (stereo not given)
 : nt, ?
COc1cc(C2Nc3ccccc3NC3=C2C(=O)CC(C)(C)C3)cc(OC)c1OC(C)=O (stereo not given)
 : 20.6, i
CN1CCN(S(=O)(=O)c2cccc(C(=O)Nc3cc(C(N)=O)cc(C(N)=O)c3)c2)CC1
 : nt, ?
CCN1CC(C)C(O)(c2ccccc2)CC1C (stereo not given)
 : nt, ?
Cc1ccc(C)c(Nc2c([N+](=O)[O-])ccc3nonc23)c1
 : nt, ?
CCN1CCC[C@H]1CNC(=O)c1cc(S(N)(=O)=O)ccc1OC
 : 0.4, -0.4%
Cc1ccc(C)c(SCC(=O)Nc2cccnc2Cl)c1
 : nt, -0.8%
CSCCC(NC(=O)C1CC1)c1nc2ccccc2[nH]1 (stereo not given)
 : nt, ?
Cc1ccc(CNC(=O)C2CCCN2C(=O)Nc2ccc(F)cc2)cc1 (stereo not given)
 : -11.0, -19.6%
CCOC(=O)c1c(NC(=O)CCS(=O)(=O)c2ccccc2)sc2c1CCN(C(C)C)C2
 : nt, ?
CCc1ccccc1NC(=O)NC1CCCCCCC1
 : nt, ?
c1ccc2c(-c3ccncc3)c[nH]c2c1
 : -3.3, 16.1%
Cc1ccc(NC(=O)c2ccccc2NC(=O)Cc2ccccc2)cc1
 : nt, ?
Cc1ccc(Cn2nnc3c(=O)[nH]c(C4CCN(S(=O)(=O)c5ccccc5F)CC4)nc32)cc1
 : 7.7, i
CCCCOc1ccc(NC(=O)CN2CCN(Cc3ccccc3)CC2)cc1
 : nt, ?

# Order of results: S3 lipid droplet cell count max, S3 lipid droplet
CC(C)/C=N/NC(=O)c1ccc(Cl)cc1
 : 9.8, -3.7%
O=C(NCCN1C(=O)C2C3C=CC(C3)C2C1=O)Nc1cccnc1 (stereo not given)
 : nt, ?
Cc1[nH]n(-c2ccccc2)c(=O)c1/C=N/N(C)c1ccccc1
 : 7.8, 8.7%
O=C(CCN1C(=O)[C@@H]2Cc3ccccc3CN2C1=O)Nc1cccc(F)c1
 : nt, ?
CS(=O)(=O)c1ccc(C(=O)NC2CCOC2=O)cc1 (stereo not given)
 : 3.3, -0.2%
CCN(CC)C(=O)c1ccc(-c2ccccc2)cc1
 : 21.4, 14.6%
O=C(CSc1ccc([N+](=O)[O-])cn1)Nc1nccs1
 : 2.8*, 18.4µM*
CN(C)c1cc[n+](CC(=O)Nc2ccc(OC(F)F)cc2)cc1
 : 16.8, 3.1%
O=C(N/C(=C/c1cccnc1)C(=O)N1CCOCC1)c1ccco1
 : 0.7, -0.3%
CC(=O)C(C(C)=O)c1cc(NS(=O)(=O)c2ccccc2)ccc1NS(=O)(=O)c1ccccc1
 : nt, ?
Cc1cc(C)n2nc(C(=O)N3CCN(Cc4ccc5c(c4)OCO5)CC3)nc2n1
 : nt, ?
COc1cccc(NC(=S)N(Cc2ccc(C)cc2)Cc2ccccn2)c1
 : -4.9, -11.1%
CC(=N\Nc1ccccc1)/C(=N/O)C(=O)Nc1ccccc1
 : -4.1, 13.4%
Oc1cccc(C(O)CNCc2ccc(-c3ccccc3)cc2)c1 (stereo not given)
 : nt, ?
COc1ccc(C(C)=O)cc1COC(=O)c1c(C)noc1C
 : nt, ?

# Order of results: S3 lipid droplet cell count max, S3 lipid droplet
CCn1c(=O)c(=O)[nH]c2cc(C(=O)N3CCN(Cc4ccc5c(c4)OCO5)CC3)ccc21
 : nt, ?
C/C(N)=C(/C#N)C(=O)CSc1nnc(Nc2cccc(C)c2)s1
 : -11.3, -9.9%
O=C1N(c2ccccc2)c2ccccc2C1(O)C(F)(F)F (stereo not given)
 : nt, ?
COCCN(C(=O)CC1CCCCC1)c1c(N)n(CC(C)C)c(=O)[nH]c1=O
 : nt, ?
O=C(c1n[nH]c(=O)c2ccccc12)N1CCOCC1
 : -10.0, 5.2%
N#Cc1cc2c(nc1SCC(N)=O)CCCCC2
 : nt, ?
CN(C(=O)COC(=O)c1n[nH]c(=O)c2ccccc12)c1ccccc1
 : nt, ?
COc1ccc(NC(=O)Cc2c(O)c3ccccc3[nH]c2=O)cc1
 : -7.7, 9.5%
O=C(O)CSc1cc(C(F)(F)F)nc(-c2ccccn2)n1
 : 21.3, -3.6%
CCCCCNCc1ccc(Cl)cc1
 : nt, ?
N#Cc1ccc(OCC(=O)N(C2CCCCC2)C2CCS(=O)(=O)C2)cc1 (stereo not given)
 : nt, ?
Cc1ccccc1-n1nnc2c(=O)oc3ccccc3c21
 : nt, ?
CCCOC(=O)c1cc2ccccc2oc1=O
 : -16.7, 7.8%
CN(C)c1ccc(/C=C/C(=O)c2cc(Cl)ccc2O)cc1
 : -22.6*, 4.11µM*
c1ccc(-c2n[nH]c(-c3ccccn3)n2)nc1
 : 4.4, 10.9%

# Order of results: S3 lipid droplet cell count max, S3 lipid droplet
CC(C)NCC(O)c1ccc2ccccc2c1 (stereo not given)
 : 9.8, 4.2%
CCCNC(=O)/C=C/c1ccc(C(C)C)cc1
 : nt, ?
CC(=O)N1c2ccc(S(=O)(=O)N3CCCC3)cc2CC1C(=O)NCc1ccc(N(C)C)cc1 (stereo not given)
 : 12.7, i
S=C1N(c2ccccc2)CN(C2CCCCC2)CN1c1ccccc1
 : -0.9, 4.9%
CNC(=S)N1CCC(Cc2ccccc2)CC1
 : -3.0, 14.5%
CCOc1ccc(Nc2nc3ccccc3n3cnnc23)cc1
 : nt, ?
Cc1ccc(S(=O)(=O)N(CC(=O)NCc2ccco2)Cc2ccc(F)cc2)cc1
 : -10.7, 8.9%
COC(=O)c1cc2ccccc2c(-c2c(O)ccc3ccccc23)c1O
 : nt, ?
Nc1cccc(P(=O)(c2ccccc2)c2ccccc2)c1
 : nt, ?
Cc1nn(-c2ccccc2)c(N)c1C(O)(CC(=O)C(F)(F)F)C(F)(F)F (stereo not given)
 : -2.4, -8.9%
CN1C(=O)CSc2ccc(NC(=O)Nc3ccccn3)cc21
 : nt, ?
COc1ccc(-c2nc3c(n2O)CCCC3=O)cc1OC
 : nt, ?
CS(=O)c1nc(-c2ccc(Br)cc2)cc(-c2ccccc2)c1C#N (stereo not given)
 : nt, ?
CC(C)CN(CC(C)C)C(=O)Cc1coc2ccc3ccccc3c12
 : nt, ?
Cc1cc(NC(=O)CC#N)n(-c2nc3ccccc3[nH]2)n1
 : 1.2, -10.4%

# Full records, looked up by structure:
# S=C1N(c2ccccc2)CN(C2CCCCC2)CN1c1ccccc1 as listed: S3 lipid droplet cell count max: -0.9; S3 lipid droplet: 4.9%
# Oc1cccc(C(O)CNCc2ccc(-c3ccccc3)cc2)c1 (stereo not given) as listed: S3 lipid droplet cell count max: nt; S3 lipid droplet: ?

# Additional compounds.
# Order of results: S3 lipid droplet cell count max, S3 lipid droplet
O=C(CNC1CCCC1)Nc1ccc(N2CCCCCC2)cc1
 : nt, ?
CC(OC(=O)c1ccccc1O)C(=O)Nc1cccc(Cl)c1 (stereo not given)
 : nt, ?
CCOC(=O)c1c(/N=C/N(C)C)sc(C=O)c1-c1ccccc1
 : nt, ?
Cc1ccc(CCNC(=O)C2CCN(S(=O)(=O)c3cccc4nsnc34)CC2)cc1
 : 2.4, -0.5%
COCCc1ncc(CN2CCCC(C(=O)Nc3cccc(-c4cccc(C)c4)c3)C2)cn1 (stereo not given)
 : nt, ?
O=C1NN(c2ccc(F)cc2)C(=O)/C1=C/c1cccs1
 : nt, ?
CCCCCCCOc1ccc(-c2ccc(C#N)cn2)cc1
 : nt, ?
Nc1ccc2nc(C(F)(F)F)[nH]c2c1
 : -0.4, -10.4%
CC1CCCN(Cc2ccc(OCc3ccccc3)cc2)C1 (stereo not given)
 : -5.1, i
Cc1cccn2c(=O)c3cc(C(=O)NC4CCCCC4)c(=N)n(Cc4ccccc4)c3nc12
 : -10.3, i
COc1ccc(S(=O)(=O)NCc2ccccn2)cc1
 : 11.5, i
O=[N+]([O-])c1ccc(/C=N/n2cnc3ccccc32)s1
 : nt, ?
Cc1ccc2c(c1)N(CC(=O)NCC1CCCO1)C(=O)CO2 (stereo not given)
 : nt, ?
O=C(CSc1cccc2cccnc12)N/N=C/c1cccnc1
 : nt, ?
Cc1cc2c(=O)n(C)c(SCC(=O)NC3CCCC3)nc2s1
 : nt, ?

# Order of results: S3 lipid droplet cell count max, S3 lipid droplet
Cc1ccc(CSc2ccc(S(=O)(=O)N3CCCC3)cn2)cc1
 : nt, ?
CCOc1ccc(Nc2oc(-c3cccc(Cl)c3)nc2C#N)cc1
 : nt, ?
CCOC(=O)N1CCN(C(=O)Cc2ccsc2)CC1
 : 2.4, -1.6%
COc1cc(CNCCc2ccc(S(N)(=O)=O)cc2)ccc1OCC(=O)NC1CCCCC1
 : nt, ?
CCc1ccc(-n2c(O)cnc2Nc2nc(C)cc(C)n2)cc1
 : -1.7, -5.3%
Cc1cc2cc3c(cc2nc1SCC(=O)Nc1c(C)cccc1C)CCC3
 : 2.6, 16.4%
Cc1sc2nc(CSCC(=O)Nc3cc(F)ccc3F)[nH]c(=O)c2c1C
 : nt, ?
C#CCOCCOCCOCCNc1nc(N2CCN(C(=O)CCCCCCCCCCNC(=O)[C@@H](CCSC)n3cc(CCO)nn3)CC2)nc(N2CCN(C(=O)CCCCCCCCCCNC(=O)[C@H]([C@@H](C)CC)n3cc(CCCCCN)nn3)CC2)n1
 : nt, ?
Cc1cc(=O)n2nc(N3CCC(C(=O)NC4CCCc5ccccc54)CC3)sc2n1 (stereo not given)
 : nt, ?
O=C(COc1ccc(S(=O)(=O)N2CCCC2)cc1Cl)NC1CC1
 : nt, ?
CC1(C)CN(c2ccsc2C(=O)O)C1=O
 : -14.8, i
COCCN(CCOC)CC(O)COC(c1ccccc1)c1ccccc1 (stereo not given)
 : 18.7, 0.4%
CCNc1ccccc1CP(=O)(c1ccccc1)c1ccccc1O (stereo not given)
 : 4.9, 0.6%
Cc1cccc(N2C(=O)C(O)=C(C(=O)c3cccs3)C2c2ccc(F)cc2)n1 (stereo not given)
 : nt, ?
Cc1ccc(C(=O)N2CCC(C(=O)Nc3cccc([N+](=O)[O-])c3)CC2)cc1
 : nt, ?

# Molecules above with a nitro group on carbon, in the order listed:
# Order of results: S3 lipid droplet cell count max, S3 lipid droplet
Cc1ccc(C)c(Nc2c([N+](=O)[O-])ccc3nonc23)c1
 : nt, ?
O=C(CSc1ccc([N+](=O)[O-])cn1)Nc1nccs1
 : 2.8*, 18.4µM*
O=[N+]([O-])c1ccc(/C=N/n2cnc3ccccc32)s1
 : nt, ?
Cc1ccc(C(=O)N2CCC(C(=O)Nc3cccc([N+](=O)[O-])c3)CC2)cc1
 : nt, ?

# More records follow:
# Order of results: S3 lipid droplet cell count max, S3 lipid droplet
CCn1c(C)c(C)c2cc(C(=O)NCCCN3CCCCC3)ccc21
 : 5.8, 6.8%
C/C(=N\NC(=O)c1ccccc1)c1ccc(C)c([N+](=O)[O-])c1
 : -10.1, 0.2%
Cc1cc(-n2cnc(-c3cn[nH]c3C)n2)no1
 : 0.7, 13.2%
Cc1ccc(-n2nc(C(=O)O)c3ccccc3c2=O)cc1C
 : 2.9, -0.1%
Cc1ccc(S(=O)(=O)N(c2cccc(C(F)(F)F)c2)C2C=CS(=O)(=O)C2)cc1 (stereo not given)
 : nt, ?
O=c1[nH]c(=O)n(C(c2ccccc2)c2ccccc2)cc1Br
 : 17.6, 4.0%
COc1ccc(NC(=O)COC(=O)c2cc([N+](=O)[O-])ccc2N2CCOCC2)cc1
 : nt, -8.1%
CCc1ccc(C(C)NC(=O)/C(C#N)=C\c2cn[nH]c2-c2ccccc2)cc1 (stereo not given)
 : nt, ?
COc1ccc(C(=O)N2CCc3[nH]nc(-c4ccccc4)c3C2)cc1
 : -0.9, i
CC(C)(C)c1ccc(C(=O)NCC(=O)N2CCCC2)cc1
 : 12.2, i
Cc1ccc(NCc2ccccc2OCc2ccccc2F)cc1
 : nt, ?
Cc1nc(N2CCN(C(=O)c3ccco3)CC2)c2c3c(sc2n1)CCCC3
 : 1.4, 1.1%
C/C(=N\OC(=O)c1ccc(F)cc1)c1ccc(F)c(F)c1
 : nt, ?
O=c1[nH]c2ccccc2c2nc(-c3cccc(S(=O)(=O)N4CCCC4)c3)nn12
 : -8.3, 18.0%
Cc1ccccc1CSc1nnnn1-c1ccc(C(N)=O)cc1
 : nt, ?

# Order of results: S3 lipid droplet cell count max, S3 lipid droplet
O=C(COC(=O)Cn1[nH]c(=O)c2ccccc2c1=O)Nc1ncc(Cl)cc1Cl
 : nt, ?
O=C(NCCCn1ccnc1)C(=O)NCC(c1cccnc1)N1CCN(c2ccccc2)CC1 (stereo not given)
 : 13.3, 20.2%
NCCc1ccn[nH]1
 : nt, ?
O=C(NCCCN1CCOCC1)C(=O)NCc1ccccc1Cl
 : nt, ?
Cc1cc(N2C(=O)C(O)=C(C(=O)c3cc4ccccc4o3)C2c2cccc(Br)c2)no1 (stereo not given)
 : nt, ?
COc1ccc(NC(=S)NNC(=S)Nc2cccc(C(F)(F)F)c2)cc1
 : nt, ?
COCCOC(=O)c1c(C)n(C)c2ccc(OC(=O)c3ccco3)cc12
 : nt, ?
CCOc1ccc(CN2CCN(Cc3ccsc3)C(CCO)C2)cc1CO (stereo not given)
 : -0.8, 15.8%
OC1NC(=S)N(c2ccccc2)C1O (stereo not given)
 : nt, ?
CCCn1cc(S(=O)(=O)c2ccc(OC)cc2)c(=O)c2cc(OCC)ccc21
 : nt, -20.7%
CCN(CC)C(=O)COc1cc(C)cc2oc(=O)cc(-c3ccccc3)c12
 : nt, ?
Cc1cc(C)c(C(=O)NNC(=O)c2cccnc2)c(C)c1
 : nt, i
Cc1cc(C)cc(NC(=O)CSc2nc(N)c(NC(=O)c3cccs3)c(=O)[nH]2)c1
 : 2.9, 3.0%
COc1cccc(NC(=O)COC(=O)/C=C/c2c(C)nn(-c3ccccc3)c2C)c1
 : nt, ?

# Assay outcomes from PubChem.
